# B2AR arrestin ag – agonists recruiting beta-arrestin to human beta2-adrenergic receptor; Potency, µM (top dose mostly 46.1 µM), for the others: top-dose activation, usual class: activators; HTLA Tango cells, beta-arrestin recruitment, luciferase luminescence, 18 h; AID 1347077; P07550; 44,000 tested, under 10 active;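 also: potency is read from the fitted curve at half-maximal effect; 0% = DMSO and full agonism = EC100 isoproterenol or metaproterenol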
#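 Tango cells (recombinant beta2-AR, beta-arrestin, tTA-driven luciferase), 1500/well in DMEM 1% FBS, treated 18 h at 37 °C with compounds up to 46 µM; luciferin mix added, luminescence read after 15 min; %activity curves fitted and curve-classed.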
# NTMT1 inh – inhibitors of human N-terminal methyltransferase NTMT1; Q9BV86; NTMT1 MTase-Glo SAH luminescence, purified enzyme; Potency, µM (doses to about 114 µM), without a hit: at the top dose activity change, negative = inhibition, usual class: inhibitors; actives 2.5% (n = 59,000);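 also: potency is read from the fitted curve at half-maximal effect; plate controls were DMSO vehicle for no effect and no enzyme for full effect; nearly all actives have a fitted effect of over 65% in size; many of its hits are not listed in these tables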
# TSG101-PTAP inh – TSG101-PTAP interaction inhibition, HIV-1 budding | 44,000 tested, under 10 active | Q99816 | Potency, µM (titrated, usually from 115 µM), for the others: at the top dose activity change, negative = inhibition, most hits filed as inhibitors | Fluorescence polarization, FITC-PTAP peptide/Tsg101, 20 min; also: potency is read from the fitted curve at half-maximal effect; 0% is about no effect
# Target sequence (Q99816 whole entry, looked up): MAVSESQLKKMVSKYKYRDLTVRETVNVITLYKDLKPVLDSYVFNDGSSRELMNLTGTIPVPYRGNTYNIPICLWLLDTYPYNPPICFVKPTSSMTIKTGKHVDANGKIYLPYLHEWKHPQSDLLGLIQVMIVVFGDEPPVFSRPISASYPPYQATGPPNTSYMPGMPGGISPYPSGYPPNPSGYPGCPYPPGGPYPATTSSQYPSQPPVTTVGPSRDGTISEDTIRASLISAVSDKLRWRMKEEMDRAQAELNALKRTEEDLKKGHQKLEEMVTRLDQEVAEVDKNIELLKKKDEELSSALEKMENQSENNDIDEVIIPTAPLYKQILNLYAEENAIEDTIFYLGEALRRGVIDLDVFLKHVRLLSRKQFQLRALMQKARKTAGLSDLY
#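 Read-out is FITC fluorescence polarization. Compounds were added to Tsg101 binding domain (10 uM final), then FITC-PTAP peptide (50 nM final), 20 min at r.t. Total S+P intensity flags fluorescent compounds.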
# p53null 32C kill – kills p53 null cells at the permissive temperature | actives 0.62% (n = 55,000) | Potency, µM (series often up to 46.1 µM), without a hit: top-dose activity change, negative = cytotoxicity, hits mostly cytotoxic | H1299-neo p53 null cells, ATP luminescence, 24 h, 32C;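 also: potency is read from the fitted curve at half-maximal effect; 0% = DMSO only and -100% = full killing by 100 µM tamoxifen; nearly all actives have a fitted effect of over 55% in size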
#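 Cells lacking p53 (H1299-neo) are plated at 600 per well and allowed to settle overnight at 37C. Test compounds (up to 46 uM) are added and held 24 hours at 32C, then ATP is quantified by luminescence.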
# FH mod – Identification of activators of human fumarate hydratase by quantitative high-throughput screening; Fumarate hydratase, mitochondrial (Homo sapiens), P07954; FH coupled MDH/diaphorase resazurin fluorescence, 15 min; Potency, µM (doses to about 79.9 µM), without a hit: at the top dose activity change, negative = inhibition, usual class: inhibitors; actives 0.22% (n = 54,000); also: potency is read from the fitted curve at half-maximal effect; % is scaled to controls: 0 for no effect and ±100 for the full control effect; the screen sought activators but most active calls are inhibition curves; nearly all actives have a fitted effect of over 45% in size
# Target sequence (P07954 whole entry, looked up): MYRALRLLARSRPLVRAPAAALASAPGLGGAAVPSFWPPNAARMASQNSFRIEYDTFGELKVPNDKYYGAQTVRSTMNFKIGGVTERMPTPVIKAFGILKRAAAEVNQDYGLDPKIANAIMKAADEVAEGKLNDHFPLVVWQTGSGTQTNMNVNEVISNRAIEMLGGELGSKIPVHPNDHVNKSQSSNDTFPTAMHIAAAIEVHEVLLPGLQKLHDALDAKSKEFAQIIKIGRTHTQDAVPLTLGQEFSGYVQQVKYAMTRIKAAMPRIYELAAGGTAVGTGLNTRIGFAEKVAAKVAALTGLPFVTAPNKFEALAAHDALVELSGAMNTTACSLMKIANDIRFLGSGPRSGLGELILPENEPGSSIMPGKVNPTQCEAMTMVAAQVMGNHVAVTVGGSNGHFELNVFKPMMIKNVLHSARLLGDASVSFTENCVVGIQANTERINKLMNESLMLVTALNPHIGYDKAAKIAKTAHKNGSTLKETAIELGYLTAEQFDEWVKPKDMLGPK
# p53null 39C kill – selectivity test: cytotoxicity in p53 null cells, nonpermissive temperature | H1299 p53-null (neo) cells, 39C, ATPlite viability, 24 h | AID 904 | Potency, µM (highest dose often 46.1 µM), for inactives: at the highest dose activity, negative = cell killing, usual class: cytotoxic | actives 0.97% (n = 55,000);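 also: potency is read from the fitted curve at half-maximal effect; 0% = DMSO only and -100% = full killing by 100 µM tamoxifen; nearly all actives have a fitted effect of over 50% in size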
#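 Concentration-response (up to 46 uM) was run for 24 h at the nonpermissive 39C on H1299-p53A138V or H1299-neo cells. ATP content was measured with ATPlite luminescence. AC50 values were Hill-modeled after normalizing between DMSO and 100 uM tamoxifen killing.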
# GALK inhibitor – inhibitors of human galactokinase (GALK); P51570; recombinant GALK, Kinase-Glo ATP luminescence, 1 h; Potency, µM (titrated, usually from 57.5 µM), for inactives: at the top dose activity, negative = inhibition, most hits filed as inhibitors; 44,000 tested, under 10 active; AID 1347072;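 also: plate controls were full GALK reaction for no effect and reaction lacking GALK for full effect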
#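 Human GALK (5 nM) was incubated with 35 uM ATP and 100 uM galactose in 20 mM HEPES pH 8.0 with MgCl2, NaCl, DTT and BSA for 1 h at room temperature. Remaining ATP was measured by Kinase-Glo Plus luminescence.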
# * marks the source's active call; other numbers are inactive results; ? = inconclusive; nt = not tested or not shown; [ ] = remark or other dose. Calls follow the shape of the dose curve; as a rule, active = well fitted curve in the direction sought with a large enough effect; inconclusive = small, poorly fitted or top-dose-only effect, or another doubt; inactive = no such curve, though single readings can be large; an effect the other way counts as inactive or inconclusive. Only part of the results is shown. The share of hits here may be higher or lower than overall.
SMILES,B2AR arrestin ag,NTMT1 inh,TSG101-PTAP inh,p53null 32C kill,FH mod,p53null 39C kill,GALK inhibitor
COc1ccccc1-c1nc2c(c(SCC(=O)Nc3ccc(C)c(C)c3)n1)Cc1c(CO)cnc(C)c1O2,0%,6%,-2%,4%,-26%,-15%,-1%
CCCS(=O)(=O)N1CCC(N2CCN(Cc3ccc(F)cc3)C(=O)C2=O)CC1,0%,-8%,-2%,4%,-3%,5%,3%
CCOC(=O)c1cc(S(=O)(=O)N2CCN(c3cc(C)ccc3C)CC2)[nH]n1,-1%,4%,0%,-3%,-23%,-13%,1%
COc1ccc(-c2cc(C(F)(F)F)nc(S(=O)(=O)CCCC(=O)Nc3cccc(O)c3)n2)cc1OC,1%,5%,0%,25%,2%,?,1%
O=C(NCCCN1CCN(c2ccc(F)cc2)CC1)c1ccc2nc(CCc3ccccc3)oc2c1,-1%,1%,0%,-4%,-9%,?,-3%
COc1ccc(-n2ccnc2SCC(=O)Nc2cccc(OC)c2)cc1,-1%,?,-5%,-6%,0%,43%[activator],3%
COc1ccc(CNC(=O)C(=O)Nc2cccc(C)c2C)cc1,0%,4%,3%,-15%,0%,-2%,-1%
COc1cc(C)ccc1OCCSc1nnc(-c2cccs2)o1,-4%,13%,-8%,-3%,-7%,-5%,0%
Cc1ccc(NC(=O)CN2C(=O)CCn3nc(-c4cccn4C)cc32)cc1,0%,-12%,-2%,0%,5%,-10%,1%
CCCCc1nn2c(=O)cc(COC(=O)c3ccc(NC(=O)C(CC)CC)cc3)nc2s1,-1%,6%,-1%,7%,-6%,-9%,-5%
Cc1c(C(=O)OC2CCCCC2)[nH]c2c1C(=O)CC(c1ccc(F)cc1)C2 (stereo unspecified),0%,0%,-4%,-4%[9.22 µM],4%,4%,-1%
O=C(NC(=O)c1ccccc1)Nc1ccc(-c2cc(C(F)(F)F)nn2-c2ccccc2)cc1,0%,-2%,1%,-7%[9.22 µM],-14%,-14%,8%
COc1cc(Cl)c(C)cc1NC(=O)c1cc2c(Cl)nc3ccc(C)cc3c2s1,?,4%,0%,?,0%,7%,-10%
Cc1cc(Nc2cccc(C(=O)O)c2)n2nc(C)nc2n1,-2%,7%,1%,2%,-3%,-12%,2%
CCOC(=O)c1c(C)oc2nc(C)nc(N3CCN(c4cccc(C)c4C)CC3)c12,1%,3%,-2%,-2%,-22%,-11%,3%
CCC1CCCCN1CCCNC(=O)c1cc2c(Cl)nc3ccc(C)cc3c2s1 (stereo unspecified),1%,28µM*,-5%,-3%,-15%,20µM*,8%
COc1ccc(-c2cn3c(n2)sc2cc(C(=O)NC4CCCCCC4)ccc23)cc1,1%,-8%,0%,31%[activator],-5%,-8%,4%
O=C(CCn1cnnn1)Nc1ccccc1,1%,1%,1%,-6%,6%,15%,0%
O=C(CSc1nnc(-c2cccs2)o1)Oc1ccccc1,-2%,0%,1%,9%,0%,3%,3%
COc1ccc(-c2noc(CSc3nc4ccccc4[nH]3)n2)cc1,0%,-10%,5%,13%,-17%,6%,7%
COc1ccc(-n2c3c(cc(-c4nc(-c5ccc(C)cc5)cs4)c2=O)C(=O)CC(C)(C)C3)cc1,-2%,22%,4%,3%,-17%,-6%,-5%
COc1ccccc1CNC(=O)c1cccn1-c1nnc(N2CCCCC2)s1,0%,-5%,-4%,5%,-1%,10%,0%
Cc1cc(OCCn2cc(C(=O)c3ccco3)c3ccccc32)ccc1Cl,0%,-6%,2%,7%,-12%,-6%,3%
COc1ccc(C2CC(=O)N(CC(=O)Nc3cc(C)ccc3C)c3ccccc3S2)cc1 (stereo unspecified),0%,4%,-1%,-5%,-2%,3%,-2%
Cc1ccccc1Cn1c(Oc2ccccc2F)nc2c1c(=O)n(C)c(=O)n2C,8%,?,-1%,-7%,-11%,-5%,2%

# Looked up above:
# Value for `Cc1cc(OCCn2cc(C(=O)c3ccco3)c3ccccc32)ccc1Cl` in GALK inhibitor: 3%
# Value for `COc1ccccc1CNC(=O)c1cccn1-c1nnc(N2CCCCC2)s1` in FH mod: -1%
# Value for `CCCS(=O)(=O)N1CCC(N2CCN(Cc3ccc(F)cc3)C(=O)C2=O)CC1` in p53null 39C kill: 5%

# Following part.
SMILES,B2AR arrestin ag,NTMT1 inh,TSG101-PTAP inh,p53null 32C kill,FH mod,p53null 39C kill,GALK inhibitor
CCCC1=Nc2cc(C(=O)NCC(C)c3ccccc3)ccc2Sc2ccccc21 (stereo unspecified),-1%,4%,-5%,30%[activator],-14%,14%,-7%
CC(=O)N1CCCC1c1nc2ccccc2n1Cc1ccccc1Cl (stereo unspecified),-3%,-14%,2%,-8%,-2%,4%,2%
O=C(NCc1ccc(Cl)cc1)c1ccc(Cn2c(=O)c3cccn3c3cccnc32)cc1,-1%,-4%,-4%,-2%,12%,-11%,-5%
COC(=O)c1c(NC(=O)c2nc(SCc3ccccc3C)ncc2Cl)sc2c1CCCC2,-1%,10%,11%,8%,-7%,9%,7%
Cc1ccc(C)c(Nc2nnc(-c3ccc(C)c(S(=O)(=O)NCC4CCCO4)c3)c3ccccc23)c1 (stereo unspecified),-2%,24%,-4%,21%,?,39%[activator],-13%
Cc1cccc(-c2nc(C)c(CCNC(=O)c3cccs3)s2)c1,0%,-12%,4%,-19%,-13%,-5%,2%
CCc1ccc(-n2c(=O)c3c4c(sc3n(Cc3ccccc3C#N)c2=O)CCCC4)cc1,1%,2%,6%,6%,-11%,24%,3%
CN1C(=O)Cc2cc(S(=O)(=O)CCC(=O)Nc3ccccc3)ccc21,1%,10%,-4%,-12%,13%,-7%,0%
Cc1cc(C)cc(NC(=O)CN2C(=O)CSc3ccc(S(=O)(=O)N4CCCC4)cc32)c1,1%,6%,2%,11%,-11%,-13%,0%
CCN(Cc1ccccc1)C(=O)Cn1c(=O)cc(C)c2c(C)nn(-c3cccc(F)c3)c21,3%,6%,-6%,14%,?,9%,2%
O=C(Cn1c(=O)oc2cc(S(=O)(=O)N3CCCCC3)ccc21)NCc1ccc(F)cc1,-2%,-2%,-1%,9%,-7%,-4%,0%
O=C(c1cc2ccc3cccnc3c2[nH]1)N1CCCCC1,0%,40µM*,-9%,2µM*,5%,0.79µM*,6%
COc1ccc(-c2cc(C(=O)NCCc3ccccc3)c3cc(C(C)C)ccc3n2)cc1,3%,-10%,0%,-9%,-8%,7%,-1%
Cc1nn(S(=O)(=O)c2ccccc2)c(C)c1S(=O)(=O)N1CCC(C)CC1,0%,12%,1%,-7%,-16%,-4%,2%
CC(=O)c1cc2c(cc1N/C(=N/S(=O)(=O)c1ccc(C)cc1)c1ccc(F)cc1)OCO2,-1%,7%,-1%,-10%,1%,7%,-2%
CCC(Sc1nc2ccncc2[nH]1)C(=O)Nc1cc(C)ccc1C (stereo unspecified),-2%,-2%,-5%,3%,-2%,-4%,0%
CCCN(C(=O)c1noc2c1COc1ccc(C)cc1-2)c1ccc(Cl)c(Cl)c1,0%,-10%,1%,1%,-28%,91%[activator],4%
O=C(Nc1ccccc1Br)N1CCN2CCCCC2C1 (stereo unspecified),2%,9%,-6%,5%,10%,7%,1%
Cc1cc(C)c(NC(=O)Nc2ccc3snnc3c2)c(C)c1,-4%,-1%,1%,6%,6%,?,-1%
CCOc1c(Cl)cc(Cl)cc1CNCCSc1nnnn1C,0%,3%,-15%,?,4%,0%,-1%
CC(C)Oc1ccc(CNC(=O)C2=Cc3ccccc3OC2)cc1,2%,-2%,-3%,-6%,-25%,3%,-4%
CCOc1cc(S(=O)(=O)NCCc2c(C)[nH]c3ccc(C)cc23)ccc1F,-1%,2%,-5%,-2%,-22%,94%[activator],0%
COc1ccc(S(=O)(=O)NCC(c2ccco2)N2CCN(c3ccccc3)CC2)cc1OC (stereo unspecified),-2%,3%,0%,7%,-18%,16%,2%
Cc1cc(C)cc(NC(=O)C(Cc2ccccc2)NS(=O)(=O)c2ccc3c(c2)CCC(=O)N3)c1 (stereo unspecified),1%,2%,1%,2%,1%,-1%,-1%
Cc1ccc(Nc2nn3c(=O)c4cc5c(cc4nc3s2)OCO5)cc1Cl,1%,-9%,1%,4%,3%,-3%,-2%
# (list continues)
SMILES,B2AR arrestin ag,NTMT1 inh,TSG101-PTAP inh,p53null 32C kill,FH mod,p53null 39C kill,GALK inhibitor
CC(C)c1nnc(N2C(=O)c3oc4ccccc4c(=O)c3C2c2ccccc2F)s1 (stereo unspecified),0%,-2%,-3%,-8%,5%,5%,2%
CCOC(=O)c1cnc(NCc2ccc(Cl)cc2)c2ccccc12,0%,4%,0%,10%,?,15%,-1%
Cc1ccccc1C(=O)OCc1cc(=O)n2nc(C3CCCCC3)sc2n1,1%,3%,-4%,-5%,?,-10%,-1%
O=C(NCCc1nc2ccccc2n1Cc1ccc(Cl)cc1Cl)c1ccco1,0%,7%,-12%,0%,?,?,2%
COC(=O)c1ccccc1NS(=O)(=O)c1cc2c(cc1C)N(C)CCO2,0%,1%,0%,-5%,1%,9%,0%
CCOC(=O)c1c(S(=O)(=O)NCC(=O)N(C)c2ccc(C)cc2)c(C)n(C)c1C,-2%,?,-3%,7%,-13%,7%,1%
COc1ccc(-c2cn3nc(SCC(=O)Nc4ccc(C)c(Cl)c4)ccc3n2)cc1,0%,?,-1%,-18%,-10%,?,1%
CCOC(=O)c1cccc(NC(=O)c2oc3c(c2C)-c2nn(CC)cc2CC3)c1,0%,-10%,-6%,16%,?,2%,-1%
COC(=O)c1cc(NS(=O)(=O)c2cc(Br)cc3c2N(C(C)=O)CC3)cc(C(=O)OC)c1,-1%,7%,-9%,-3%,-6%,-3%,-2%
Cc1ccc(C2=NN(CC(=O)NCCC(C)C)C(=O)CC2)cc1,-2%,5%,-1%,-5%,4%,10%,0%
O=C(Cn1c(=O)ccc2cc(S(=O)(=O)N3CCCC3)ccc21)NCc1ccc(F)cc1,0%,-6%,0%,4%,-33%,11%,-7%
COc1cccc(-c2cc(C(=O)Nc3ccn(Cc4ccc(C)cc4)n3)no2)c1,-2%,nt,-6%,-8%,nt,?,-4%
CSc1ccc(CCNC(=O)CCCn2nc(C)c3sc4ccccc4c3c2=O)cc1,-3%,-10%,-1%,-5%,5%,-7%,3%
O=C(NCCc1ccc(Cl)cc1)c1ccc(CS(=O)(=O)Cc2ccc(Cl)cc2)o1,1%,-3%,1%,-14%,-1%,5%,-1%
CN(C(=O)Cn1nnc(-c2ccc(S(C)(=O)=O)cc2)n1)c1ccccc1,-1%,-15%,-9%,?,4%,-17%,0%

# Screens deposited in PubChem by National Center for Advancing Translational Sciences (NCATS).
